High-throughput results deposited in PubChem by several laboratories.
PHOSPHO1 block: PubChem AID 1565 | hit rate 1.1% among 290,000 | inhibition, % at 13.3 µM | recombinant PHOSPHO1, absorbance phosphatase assay; in the data active = inhibition above about 60%
VIM-2 inh: VIM-2 metallo-beta-lactamase inhibitors, primary screen, biochemical, epi-absorbance readout, Pseudomonas aeruginosa enzyme; purified VIM-2, nitrocefin hydrolysis, epi-absorbance fluorescence; inhibition, % at 5.6 µM; hit rate 0.89% among 290,000;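 active = inhibition above the mean of all tested compounds plus 3 SD, cutoff set per screening run, cut at about 7.5% in these data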;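 note: red hydrolysis product quenches plate fluorescence so inhibitors raise well fluorescence; 0% = enzyme with DMSO and 100% = DMSO without enzyme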
FID counter: compounds displacing fluorescent DNA intercalator, primary screen, artefact control for HCV NS3 helicase inhibitor project, biochemical, FID fluorescence. DNA fluorescent intercalator displacement. inhibition, % at 7.9 µM. hit rate 0.17% among 290,000; in the data active = inhibition above about 37%;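 note: 0% = vehicle and 100% = reference compound; higher means more ethidium bromide displaced from hairpin DNA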
p-CIP stab down: p/CIP-EGFP fusion destabilizers, primary screen, fluorescence, F442A cells; decrease of EGFP signal, % at 10 µM; Q05BA5; hit rate 0.01% among 290,000; 16 h;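 active = EGFP signal decrease of at least 30% at 10 µM or well 3 SD below plate mean, unless failing retest; inactive = the rest, including hits failing retest or dose response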; note: some compounds called inactive have numbers as strong as hits; many of its hits are not listed in these tables
NS3 helicase inh: inhibitors of HCV NS3 helicase, primary screen, biochemical, Cy5 molecular beacon fluorescence; Hepatitis C virus NS3 helicase; NS3 helicase DNA unwinding; inhibition, % at 10.9 µM; hit rate 0.56% among 290,000;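 active = inhibition above the mean of all tested compounds plus 3 SD, set per campaign, cut at about 35% in these data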;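 note: 0% = DMSO wells and 100% = thioflavine S control wells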
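System: HCV NS3 helicase fragment; control set: DMSO and thioflavine S; technique: Cy5 fluorescence at 0 and 60 min, beacon hairpin quenching; reagent: beacon DNA duplex substrate plus ATP; replicates: singlicate; schedule: 1 h reaction at 25 °C, ATP-initiated; medium: MOPS buffer pH 6.5 with MgCl2, DTT, Tween20, BSA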
MEKK3 PB1 HTS: modulators of MEKK3-MEK5 PB1 binding, primary screen, biochemical, wildtype MEKK3, multiplex bead flow cytometry, Alexa488-MEK5 | bead-based flow cytometry, Alexa488-MEK5 binding to MEKK3; actives lie on both sides; 0 = blocked by unlabeled MEK5, 100 = vehicle | Mitogen-activated protein kinase kinase kinase 3 (Homo sapiens), Q99759 | hit rate 1.4% among 290,000 | binding response (% of control), % at 10 µM;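 active = binding response more than 3 SD above or below the average of its plate-row segment, actives on both sides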;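 note: Alexa488 bead fluorescence after subtracting the streptavidin-only scavenger bead signal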
IMP-1 inh: IMP-1 metallo-beta-lactamase inhibitors, primary screen, biochemical, epi-absorbance readout, Pseudomonas aeruginosa enzyme; hit rate 0.45% among 290,000; purified IMP-1, nitrocefin hydrolysis, epi-absorbance fluorescence; inhibition, % at 5.6 µM; metallo-beta-lactamase IMP-1 (Pseudomonas aeruginosa);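 active = inhibition above the mean plus 3 SD of all compounds in the same screening run, cut at about 4.5% in these data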;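 note: 0% = IMP-1 with DMSO and 100% = DMSO wells lacking enzyme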
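Assay system: purified IMP-1; Quantity: IMP-1 0.2 nM before substrate addition; Medium: HEPES buffer pH 7.1 with ZnSO4 and Brij 35; Incubation: 15 min enzyme–compound preincubation, then 25 min nitrocefin reaction, 25 °C; Signal: fluorescence quenching readout, ex 480/em 530 nm; Controls: DMSO with and without IMP-1; Repeats: singlicate testing.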
IDE act: human IDE activators in live cells, primary screen, fluorescence polarization, HEK cells, FAbeta-B substrate. Insulin-degrading enzyme (Homo sapiens), P14735. FAbeta-B cleavage; 0% vehicle, 100% cell-free pure enzyme wells. activation, % at 5.96 µM. hit rate 0.073% among 340,000;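 active = activation above the mean of all tested compounds plus 3 SD, set per screening campaign, cut at about 17% in these data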
Target sequence (P14735 whole entry, looked up): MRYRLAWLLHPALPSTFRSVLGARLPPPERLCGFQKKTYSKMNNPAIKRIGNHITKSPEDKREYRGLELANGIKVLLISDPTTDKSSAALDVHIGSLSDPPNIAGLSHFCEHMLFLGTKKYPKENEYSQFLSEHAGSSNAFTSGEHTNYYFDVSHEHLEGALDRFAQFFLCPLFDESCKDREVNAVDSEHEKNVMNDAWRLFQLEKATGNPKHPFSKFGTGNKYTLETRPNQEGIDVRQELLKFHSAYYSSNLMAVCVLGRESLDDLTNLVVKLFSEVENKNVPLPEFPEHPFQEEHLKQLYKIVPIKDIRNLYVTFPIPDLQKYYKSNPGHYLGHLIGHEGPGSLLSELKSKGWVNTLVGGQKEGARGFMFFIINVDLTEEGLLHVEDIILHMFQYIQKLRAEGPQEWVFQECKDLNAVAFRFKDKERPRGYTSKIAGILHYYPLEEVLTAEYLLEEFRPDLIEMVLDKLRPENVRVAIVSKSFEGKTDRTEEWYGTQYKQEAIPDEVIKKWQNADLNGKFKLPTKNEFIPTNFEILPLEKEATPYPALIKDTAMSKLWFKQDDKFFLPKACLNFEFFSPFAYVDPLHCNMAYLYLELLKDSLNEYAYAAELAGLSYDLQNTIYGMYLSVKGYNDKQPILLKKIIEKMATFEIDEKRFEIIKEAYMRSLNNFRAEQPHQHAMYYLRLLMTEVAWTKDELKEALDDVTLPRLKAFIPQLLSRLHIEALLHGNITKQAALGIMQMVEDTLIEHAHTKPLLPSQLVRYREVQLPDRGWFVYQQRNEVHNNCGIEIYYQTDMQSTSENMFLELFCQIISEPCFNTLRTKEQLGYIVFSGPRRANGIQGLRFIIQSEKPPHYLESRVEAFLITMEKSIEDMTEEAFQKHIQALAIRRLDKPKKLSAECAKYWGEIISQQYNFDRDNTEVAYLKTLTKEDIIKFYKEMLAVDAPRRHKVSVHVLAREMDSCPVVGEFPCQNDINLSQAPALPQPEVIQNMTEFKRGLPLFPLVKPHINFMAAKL
UBC9 SUMO inh: inhibitors of in vitro SUMOylation cascade, primary screen, biochemical, HTRF, uHTS. hit rate 0.36% among 290,000. inhibition, % at 35 µM. SUMO-conjugating enzyme UBC9 (Homo sapiens), P63279. HTRF SUMOylation assay, SAE1/SAE2 + UBC9; in the data active = inhibition above about 50%, passing the limit was not always enough; note: strong numbers were not always called active
The depositor's hits bear a star; / = no result given; [ ] = another dose, or the depositor's remark.

structure,PHOSPHO1 block,VIM-2 inh,FID counter,p-CIP stab down,NS3 helicase inh,MEKK3 PB1 HTS,IMP-1 inh,IDE act,UBC9 SUMO inh
O=C(O)[C@H](CSCc1ccccc1)NS(=O)(=O)c1ccc(F)cc1,0,0.8,-14,-2,15,98,-0.7,3,1
CCOc1ccc(S(=O)(=O)N/N=C(\C)c2ccc3c(c2)OCO3)cc1,-23,0.3,-21,-8,-9,101,-0.8,3,6
COc1ccc(NS(=O)(=O)c2cccc3cccnc23)cc1Cl,5,1.9,-12,2,-11,102,-0.6,4,-5
CC(=O)Nc1cccc(N=NN2CCCCC2)c1,32,-0.1,-1,-5,15,103,-1.2,-1,16
Clc1cccc(-c2nc3nc4ccccc4nc3n2Cc2ccccc2)c1,-7,-2.6,0,-7,-11,104,-0.8,-1,-12
O=C(c1ccccc1[N+](=O)[O-])N(CCc1ccccc1)Cc1ccccc1,10,-1.8,-30,-17,-8,103,0.7,8,4
C=CCOc1c(Br)cc(CNc2ccc(NC(=O)CCC)cc2)cc1OCC,29,0.8,-12,-7,-4,106,-0.2,0,8
CC(C)(C)c1ccc(S(=O)(=O)N2CCC(O)(c3ccc(Cl)cc3)CC2)cc1,2,-1.2,-9,-11,0,89,-1.6,1,-15
O=C1CCCN1c1ccc(N2CCCC2=O)cc1,24,-1.6,-1,5,9,105,-2.1,2,10
Cc1cccn2c(=O)c3cc(C(=O)NCC4CCCO4)c(=N)n(C4CCCC4)c3nc12 (stereo not given),43,11*,-6,-4,5,104,-2.5,-1,23
Cn1c(C(C(=O)NCC2CCCO2)N(CCc2ccccc2)C(=O)Cn2nnc3ccccc32)nc2ccccc21 (stereo not given),-5,-3.0,-39,-3,-6,91,-2.8,-10,4
CCOC(=O)N1CCN(C(=O)c2ccc(N(Cc3ccccc3)S(C)(=O)=O)cc2)CC1,18,-3.3,-29,-2,-4,120,0.8,3,13
CCN(c1ccc(C)c(C)c1)S(=O)(=O)c1c(C)[nH]c(=O)[nH]c1=O,8,-2.4,-4,0,-3,98,-3.5,-1,-7
Cn1c(SCC(=O)N2c3ccccc3Sc3ccccc32)nnc1-c1ccco1,31,-3.4,-27,-5,-7,97,-2.4,0,0
CCC(C)(C(=O)NC1CCCCC1)N(Cc1ccco1)C(=O)Cc1cccs1 (stereo not given),-15,0.2,-22,0,5,111,-1.1,3,-1
CC(C)NC(=O)NC(=O)CSc1ncc(C(F)(F)F)cc1Cl,5,-6.0,-11,7,-3,92,-2.1,-6,-6
CNc1c(N)n(Cc2ccccc2)c(=O)[nH]c1=O,16,-3.4,-5,2,4,61,-1.4,1,-8
Cc1ccc(C2N(c3ccc(Cl)cc3)C(=O)N3CCCN23)cc1 (stereo not given),33,-3.0,-22,-20,12,102,-1.9,-5,3
CS(=O)(=O)N(CC(=O)N1CCCCCC1)Cc1ccc(Cl)cc1,3,-1.8,-16,-14,-4,103,-3.7,3,17
CCOC(=O)C(NC(=O)C1CCCN1C(=O)OCc1ccccc1)C(=O)OCC (stereo not given),-23,-5.3,-16,11,-3,106,-3.0,1,-26
CCCc1ccc(C(=O)NNc2ccc(F)cc2)cc1,-137,0.1,-5,5,12,98,-1.2,7,-2
COc1ccc([C@@H]2[C@@H]3C(=O)N(C(C)(C)C)C(=O)[C@@H]3[C@]3(Cc4ccccc4)C(=O)N(c4ccc(Br)cc4)C(=O)N23)cc1,15,-0.9,-30,10,-63,106,0.2,-1,17
Cc1ccc2c(c1)sc1nc(=O)n(-c3cccc(Cl)c3)c(=O)n12,-1,-0.6,-2,-10,-1,98,-1.4,0,16
COC(=O)CCC(=O)NC(=S)Nc1ccc(S(=O)(=O)N2CCCC2)cc1,2,-2.3,-4,1,13,101,-2.1,5,-8
CCCC12CN3CCN(CC(C3)/C1=N\NC(=O)c1ccccc1N)C2,0,-0.8,-4,8,-1,154*,-3.7,3,5
C=CCSc1nnc(-c2cc(Br)ccc2N)c(=O)[nH]1,90*,-2.5,5,7,4,105,-3.9,3,17
CCCn1c(=O)c2c(nc(Br)n2CCC)n(C)c1=O,-2,0.6,-3,6,5,102,-1.3,-7,-8
O=C(Nc1ccnn1C1CCN(CCCc2ccccc2)CC1)c1ccccc1,9,0.2,14,-5,-17,101,-1.3,7,-3
Cc1ccc(Cn2ncn3c(cc4ccccc43)c2=O)cc1,2,-3.5,-19,-3,-11,103,-3.0,-2,-10
COc1cc(CCCN2C(N)=NC[C@@H]2Cc2ccccc2)cc(OC)c1OC,22,/,/,-7,/,97,/,3,25
O=C(O)Cc1sc(N/N=C\c2ccccc2)nc1-c1ccccc1,6,-3.4,-5,-10,20,103,-3.5,-7,3
O=C(NNc1nc(-c2ccccc2)cs1)c1cccs1,-156,-0.8,-7,-3,-1,69*[inhibitor],-2.6,/,10
CC1=CC(C)C2C(=O)N(O)C(=O)C2C1 (stereo not given),21,-2.2,-13,-3,4,101,-1.9,4,17
O=C(Nc1ccc2oc(-c3ccc4ccccc4c3)nc2c1)c1cccs1,-12,-0.6,-1,3,-8,121,-1.2,2,35
CCOC(=O)CSc1nc2c(cnn2-c2ccc(C)cc2)c(=O)[nH]1,3,-2.2,-2,-17,0,99,-1.9,-2,-2
S=C(Nc1ccccc1Cl)N1CCCCC1,2,0.9,4,-4,-10,80,-0.2,-1,13
O=C(c1ccccc1)N1CN2CN(C(=O)c3ccccc3)CC([N+](=O)[O-])(C2)C1,2,-2.6,2,0,9,120,-1.8,1,-12
CSc1cccc(NC(=S)N(Cc2ccccc2)Cc2cccnc2)c1,-14,-1.6,-12,-7,-6,103,-2.4,0,-6
CCC(C)(O)c1[nH]c2ccc(C(F)(F)F)cc2c1C (stereo not given),-6,-0.6,3,-1,-16,101,-0.6,2,-15
N#Cc1ccc(Oc2cc(C(F)(F)F)nc(-c3ccccn3)n2)cc1,11,0.0,1,-11,10,101,-4.0,6,12
Cc1cc(NC(=O)CSc2nccn2-c2cccc(C)c2C)no1,15,-3.2,-12,0,-1,99,-2.2,4,14
Cc1ccc(CN(C)C(=O)CCc2nc3sc4c(c3c(=O)[nH]2)CCCC4)o1,6,0.6,-15,-1,2,98,-0.7,-7,1
COc1ccc(CNC(=O)C2CCN(S(C)(=O)=O)CC2)c(OC)c1,27,-2.0,-3,-21,5,104,-1.1,5,0
CCN(CC)S(=O)(=O)c1ccc(C)c(NC(=O)CN2C(=O)NC3(CCCC3)C2=O)c1,37,-5.0,-22,-15,6,98,-4.7,5,18
NS(=O)(=O)c1ccc(CNC(=O)Cc2cccs2)cc1,14,1.3,-6,0,33,102,0.6,2,21
COc1cccc(C(=O)N2CCN(Cc3cc(Br)ccc3OC)CC2)c1,-7,-3.8,-25,-7,-8,122,-4.1,-4,-16
O=C(NCc1cn2ccsc2n1)Nc1ccc(Cl)cc1,-3,-3.0,-4,-4,2,110,-2.9,-3,19
CCOC(=O)C1(CC2CC2)CCN(C(=O)c2ocnc2C)CC1,10,-2.0,-18,12,-1,106,-2.9,1,3
N/C(CS(=O)(=O)c1ccccc1)=N\OC(=O)c1ccc(F)cc1,43,-1.0,-6,-14,2,103,-2.0,-1,7
COc1cccc(/C=C2\SC(=S)N(CCC(=O)N3CCCCC3)C2=O)c1,21,-2.3,-11,-6,-3,100,-3.4,0,0
CC1(C)Cc2c(sc3[nH]c(=S)[nH]c(=O)c23)CO1,49,-0.1,-13,-8,1,106,-2.3,1,0
COc1ccc(C(=O)CC(=O)C(=O)Nc2cc(OC)c(OC)c(OC)c2)cc1,10,-3.6,-25,1,7,99,-6.5,5,10
O=C(OCc1nnc(-c2ccccc2)o1)c1ccc2c(c1)OCCO2,4,-1.4,-21,-6,3,100,-3.7,2,19
CC(C)NC(=O)CSCc1c(F)cccc1Cl,0,-3.3,-1,0,11,98,-0.2,3,-14
O=S(=O)(c1cc(Cl)ccc1Cl)n1nnc2ccccc21,-16,-3.5,0,2,7,101,-3.0,7,5
CCN=C1SC(CC(=O)NCc2ccccc2)C(=O)N1CC (stereo not given),29,-0.9,9,-1,2,97,1.0,0,17
COC(=O)c1ccc(S(=O)(=O)N2CCCC2)o1,6,-2.1,5,3,-2,98,-2.8,-4,-1
CCOc1ccc(-c2[nH]ncc2Oc2cccc(OC)c2)c(O)c1,-4,-6.7,-4,3,-23,84,-2.3,-2,-20
CCOc1ccc(N/C(=C(/C(Cl)=C(Cl)Cl)[N+](=O)[O-])n2cncn2)cc1,20,-0.4,6,-7,6,107,-0.5,/,26

This is a subset; count on the stated rates, not on these rows.
